# Screening results as filed in PubChem.
# sgs1 mgt1 = NCI yeast anticancer drug screen, S. cerevisiae sgs1 mgt1 strain. growth inhibition, % at 50 µM. 78,000 tested, 10% active. AID 161;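 also: 0% = growth of vehicle-only cultures of the same strain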
#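 Read-out: growth inhibition vs vehicle controls. Cells: mutant yeast strain deficient in DNA damage repair.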
# mlh1 rad18 = NCI yeast anticancer drug screen, S. cerevisiae mlh1 rad18 strain; % growth inhibition at 50 µM; 79,000 tested, 11% active;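 also: 0% = growth of vehicle-only cultures of the same strain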
#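 Inhibition values reflect reduced growth of mutant yeast versus vehicle-treated controls following compound exposure; the mutations affect DNA damage repair.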
# yeast cln2 rad14 = NCI yeast anticancer drug screen, S. cerevisiae cln2 rad14 strain; 78,000 tested, 8.3% active; AID 165; % growth inhibition at 50 µM;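 also: 0% = growth of vehicle-only cultures of the same strain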
#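 Strain: cln2 rad14 yeast, altered in cell cycle control and DNA damage repair. Read-out: growth inhibition vs vehicle.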
# bub3 = NCI yeast anticancer drug screen, S. cerevisiae bub3 mutant strain | % growth inhibition at 50 µM | 78,000 tested, 9.9% active;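 also: 0% = growth of vehicle-only cultures of the same strain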
#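 Part of a panel of yeast mutants defective in DNA damage repair or cell cycle regulation. Each strain is grown with compound, and inhibition is calculated relative to solvent-treated cultures.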
# mec2-1 = NCI yeast anticancer drug screen, S. cerevisiae mec2-1 strain | growth inhibition, % at 50 µM | 79,000 tested, 9% active | AID 157;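 also: 0% = growth of vehicle-only cultures of the same strain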
#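 Mutant yeast (mec2-1) grown with compound; growth inhibition relative to vehicle control reported.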
# yeast rad50 = NCI yeast anticancer drug screen, S. cerevisiae rad50 strain; % growth inhibition at 50 µM; 79,000 tested, 10% active; AID 155;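 also: 0% = growth of vehicle-only cultures of the same strain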
#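 Vehicle-treated cultures provide the reference for the growth inhibition reported for compound-exposed, repair-deficient yeast.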
# An asterisk follows results filed as active; x = no result given; & = joins results of further samples. Rule as the data show it: active = growth inhibition above about 70%; inactive = the rest.
SMILES,sgs1 mgt1,mlh1 rad18,yeast cln2 rad14,bub3,mec2-1,yeast rad50
O=C(Nc1ccc([N+](=O)[O-])cc1C(=O)O)c1ccc([N+](=O)[O-])cc1,0,2,18,-22,-4,38
O=C1CN(c2cccc(Cl)c2)C(=O)CN1CCN1CC(=O)N(c2cccc(Cl)c2)CC1=O,-20,-32,-8,-38,-12,-35
CN(NC(=O)/C(=C/c1ccc(O)cc1)NC(=O)c1ccccc1)c1ccnc2cc(Cl)ccc12,51,80*,-2,55,47,80*
CCOC(=O)C1=C(c2ccccc2)OC(N)=C(C#N)C1c1ccc(C)cc1 (centres undefined),92*,86*,89*,80*,89*,77*
CN(C)c1nc(=S)c2cn[nH]c2[nH]1,-4,-1,-22,6,0,0
CCN(CC)c1cc2c(cc1Br)-c1ccccc1C2=O,6,36,52,8,-3,4
CCC(=O)Oc1ccc(C(=O)c2ccc(OC(=O)CC)cc2)cc1,14,4,11,8,-25,5
CNCCC(=O)C1CCC(OC)CC1 (centres undefined),2,-8,-50,5,-3,26
c1ccc(-c2cc(C3CO3)c3ccccc3n2)cc1 (centres undefined),96*,96*,66,93*,74*,91*
CCOc1ccccc1C(=O)OCc1ccccc1,19,2,15,6,1,10
C[C@]12CC[C@H](O)C[C@@H]1CC[C@@H]1[C@@H]2CC[C@]2(C)[C@@H](c3cc(C(F)(F)F)n[nH]3)CC[C@@H]12,63,89*,69,84*,62,90*
CNC(CCCNS(=O)(=O)c1ccc(C)cc1)C(=O)O (centres undefined),4,-11,-42,-6,0,-9
CC1(C)CCCOc2cccc(c2)OCCCC(C)(C)C1=O,-9,26,27,29,-2,14
Cc1ccc(N2C(=O)CC(c3ccccc3)C2C(=O)O)cc1 (centres undefined),9,1,11,25,29,2
CC(=O)C1Cn2c(=O)c3cc4ccccc4cc3c(=O)n2C=C1C (centres undefined),22,37,21,26,18,43
c1ccc2nc3c(nc2c1)[nH]c1ccccc13,5,9,3,7,-27,-9
Cc1cccc2c(Nc3ccc(NS(C)(=O)=O)cc3)c3ccccc3nc12,29,39,-13,25,47,97*
O=C(COc1cc(Cl)c(Cl)cc1Cl)Nc1ccccc1Br,0,-9,-16,2,-7,2
Cc1ccc(S(=O)(=O)NN=C2C(C)(C)C(=O)C2(C)C)cc1,-33,-6,32,-2,-1,-2
Cc1nc2ccccc2c(=O)n1/N=C/c1ccc(N(C)C)cc1,28,-7,10,21,9,27
CN(C)C,-17&10,-135&8,-98&-4,-22&10,-27&-31,2&17
Nc1nnc(CCC(=O)Nc2ccccc2Cl)o1,98*,98*,98*,99*,80*,-1
CCOC(=O)c1c2c(n3ccccc13)C(=O)c1ccccc1C2=O,-13,-20,25,-35,-38,-31
Nc1nc(SCc2ccccc2[N+](=O)[O-])c2[nH]cnc2n1,16,34,14,45,22,29
CCCOC(=O)C(OC(=O)c1ccccc1)C(OC(=O)c1ccccc1)C(=O)OCCC (centres undefined),-8,-4,-11,5,0,-1
CCC(c1ccc(Cl)cc1)C(C#N)c1ccccc1 (centres undefined),69,59,-1,40,49,77*
Cc1ccc(NC(=S)SCc2ccc(Cl)cc2)cc1Cl,92*,91*,90*,92*,92*,90*
CCOC(=O)CCN(CCC(=O)OCC)Cc1cc(Cl)c2cccnc2c1O,99*,98*,98*,99*,99*,99*
CC(C)C(C)(C)C(N)=O,-9,1,14,20,-1,-4
Cc1ccc(N=C2c3cc([N+](=O)[O-])ccc3-c3ccc([N+](=O)[O-])cc32)cc1,0,-2,-18,-4,-10,15
O=[N+]([O-])c1ccc(Sc2ccc([N+](=O)[O-])o2)cc1,52,60,-9,61,16,14
CCN(CC)Cc1cc(NC(C)=O)ccc1O,-17,2,11,-5,-14,-5
Cc1ccc(S(=O)(=O)SCC(=O)c2ccc(Br)cc2)cc1,29,10,17,4,-15,27
COC(=O)C1(CC(=O)c2cccs2)NC(=S)NC(=O)C1C#N (centres undefined),-8,3,-3,-11,4,9
O=C1C2C3C=C4c5ccccc5N(c5ccccc5)C4(C2C(=O)N1c1ccc([N+](=O)[O-])cc1)[C@H]1C(=O)N(c2ccc([N+](=O)[O-])cc2)C(=O)[C@@H]31 (some centres undefined),22,19,13,28,22,15
CCCCN(CCCC)C(Cl)=Nc1ccccc1,88*,77*,81*,82*,87*,81*
CCOC(=O)C1C=NC([N+](=O)[O-])=C1Br (centres undefined),13,9,-4,18,25,0
COc1cc(Nc2cnc3cc(C(F)(F)F)ccc3n2)cc(OC)c1OC,22,-2,12,-14,1,17
O=C1C(NCCc2cc(Br)c(O)c(Br)c2)=CC(=O)c2ncccc21,34,28,18,34,37,32
CC(C)(N)CNC(C)(C)CO,-3,1,-14,5,-1,3
O=C1CCCC/C1=N\Nc1ccccc1,-6,6,-19,-10,5,-12
CCOC(=O)c1ccccc1OCC,-3,9,-18,-14,2,22
CCCC(=O)Oc1ccc(-c2ccccc2)cc1Br,94*,96*,87*,91*,92*,96*
Cc1ccccc1NS(=O)(=O)c1c(N)ncn1C,-1,5,-29,-1,4,-5
Cc1ccc(C(=O)c2ccccc2C(=O)O)cc1C,-18,-19,-18,9,-4,4
CCCCN(CCCC)C(=Nc1ccccc1)N(CCCC)CCCC,-24,-15,10,-39,-3,-13
CCC(C)c1cc(C(C)(C)C)cc(-n2nc3ccccc3n2)c1OS(=O)(=O)c1cccc(N)c1 (centres undefined),-13,-22,3,-17,-27,-4
CCCCCCCCN(CCCCCCCC)Cc1ccc(Br)cc1,100*,100*,99*,99*,100*,99*

# 6 entries from above, with values under each structure.
# Results follow in this order: sgs1 mgt1, mlh1 rad18, yeast cln2 rad14, bub3, mec2-1, yeast rad50
- CCOC(=O)C1C=NC([N+](=O)[O-])=C1Br (centres undefined)
    13, 9, -4, 18, 25, 0
- COc1cc(Nc2cnc3cc(C(F)(F)F)ccc3n2)cc(OC)c1OC
    22, -2, 12, -14, 1, 17
- O=C1C(NCCc2cc(Br)c(O)c(Br)c2)=CC(=O)c2ncccc21
    34, 28, 18, 34, 37, 32
- CC(C)(N)CNC(C)(C)CO
    -3, 1, -14, 5, -1, 3
- O=C1CCCC/C1=N\Nc1ccccc1
    -6, 6, -19, -10, 5, -12
- CCOC(=O)c1ccccc1OCC
    -3, 9, -18, -14, 2, 22

# Following part.
SMILES,sgs1 mgt1,mlh1 rad18,yeast cln2 rad14,bub3,mec2-1,yeast rad50
CC12C(=O)OC(=O)C1(C)C1C=CC2CC1 (centres undefined),-10,-1,-53,-4,15,15
Nc1[nH]c(=O)ncc1[N+](=O)[O-],6,-1,-25,-16,-4,2
N#CN1C2CCC1CC(O)(c1ccccc1)C2 (centres undefined),1,2,-18,-2,4,18
CN(C)c1ccc(/C=C2/Oc3ccc(Cl)cc3C2=O)cc1,90*,86*,89*,90*,91*,88*
O=c1ccn(/C=C(\c2ccccc2)S(=O)Cc2ccccc2)c(=S)[nH]1 (centres undefined),-55,-30,-4,-51,-30,-29
O=C(O)c1ccccc1Sc1ccc([N+](=O)[O-])cn1,2,45,-16,6,5,33
O=C1c2ccccc2N(Cc2cccc(F)c2)C2=NCCCC12 (centres undefined),14,0,0,8,-39,-4
O=c1[nH]c(=O)n(C2OC3COC2C3O)cc1F (centres undefined),16,8,1,9,26,7
C1=CC2C(c3cccc4ccccc34)O[C@H]2O1 (some centres undefined),99*,98*,99*,98*,98*,99*
CCOP(=O)(OCC)C(NC(=O)C(C(F)(F)F)C(F)(F)F)c1ccccc1 (centres undefined),0,-14,24,34,16,8
CCCCCCCCCCCC[N+](C)(C)C(C)Cc1ccccc1 (centres undefined),90*,99*,99*,99*,100*,99*
C=C1[C@@H]([C@@]2(C)C=CC(=O)C(C)(C)[C@@H]2CC(=O)OC)CC[C@@]2(C)C(c3ccoc3)OC(=O)[C@H]3O[C@]132 (some centres undefined),17,-34,16,16,-2,-3
CN1CC=C(C#CC(C)(C)O)CC1,-1,-25,5,-6,-17,-13
C1C[S][Ge]2([S]CCS1)[S]CCSCC[S]2,-17,-15,-16,-31,-30,-10
CCN(CC)CCNc1ccc2nnn3c4ccccc4c(=O)c1c23,9,81*,21,10,18,31
N#C/C(=C\c1ccc2c(c1)CCC2)C(N)=O,37,10,28,-5,-11,-3
COc1cc([C@@H]2c3cc4c(cc3[C@@H](Nc3ccccc3C(=O)c3ccccc3)[C@H]3COC(=O)[C@H]23)OCO4)cc(OC)c1OC,-18,-34,13,1,10,9
C#CCN(Cc1ccc2nc(-c3ccccc3)c(N)nc2c1)c1cc(OC)c(OC)c(OC)c1,32,30,16,15,5,-1
O=C(/C=C/c1ccccc1)CCN1CCC2CCC(C2)C1 (centres undefined),76*,80*,28,47,93*,63
CC(=O)OC1COC(N2C(=O)C(=O)c3cc(Br)ccc32)C(OC(C)=O)C1OC(C)=O (centres undefined),3,13,19,25,-12,51
Cc1ccccc1N1C(=O)C2CC=CCC2C1=O (centres undefined),12,-22,-35,-14,0,-13
C/C(CC(=O)Nc1cccc([N+](=O)[O-])c1)=N/NC(N)=S,7,-2,11,-9,-35,-19
C=C(S(=O)(=O)c1ccccc1)S(=O)(=O)c1ccccc1 (tested in a mixture with another compound),96*,95*,98*,98*,97*,93*
CC1=NC(C(=O)O)CC1C (centres undefined),-5,-1,-8,1,4,1

# Taken from the results shown, 7 compounds:
SMILES,sgs1 mgt1,mlh1 rad18,yeast cln2 rad14,bub3,mec2-1,yeast rad50
CN1CC=C(C#CC(C)(C)O)CC1,-1,-25,5,-6,-17,-13
C1C[S][Ge]2([S]CCS1)[S]CCSCC[S]2,-17,-15,-16,-31,-30,-10
CCN(CC)CCNc1ccc2nnn3c4ccccc4c(=O)c1c23,9,81*,21,10,18,31
N#C/C(=C\c1ccc2c(c1)CCC2)C(N)=O,37,10,28,-5,-11,-3
COc1cc([C@@H]2c3cc4c(cc3[C@@H](Nc3ccccc3C(=O)c3ccccc3)[C@H]3COC(=O)[C@H]23)OCO4)cc(OC)c1OC,-18,-34,13,1,10,9
C#CCN(Cc1ccc2nc(-c3ccccc3)c(N)nc2c1)c1cc(OC)c(OC)c(OC)c1,32,30,16,15,5,-1
O=C(/C=C/c1ccccc1)CCN1CCC2CCC(C2)C1 (centres undefined),76*,80*,28,47,93*,63

# Additional records
SMILES,sgs1 mgt1,mlh1 rad18,yeast cln2 rad14,bub3,mec2-1,yeast rad50
CC[n+]1c(C)n(Cc2ccc(C(=O)O)cc2)c2cc(F)ccc21,x,28,x,x,-15,-11
N#C/C(=C/c1cc([N+](=O)[O-])ccc1Cl)C(N)=O,x,27,x,x,4,8
O=C(OC(C1COCO1)C(O)C1COCO1)c1ccccc1 (centres undefined),9,17,-2,28,-9,6
CC1(c2ccccc2)C(=O)c2ccccc2-c2ccccc21 (centres undefined),64,24,3,25,48,64
Cc1c(C2Cc3ccccc3N2C(=O)/C=C\C(=O)O)c2ccccc2n1C (centres undefined),40,22,54,33,33,75*
Oc1ccc2ccccc2c1/C=N\Sc1ccccc1,98*,99*,41,98*,99*,97*
CC(C)(C)COC(=O)c1ccccc1,-9,9,-16,0,-8,9
O=C(O)C(CNCc1ccccc1)(c1ccccc1)c1ccccc1,10,13,5,1,-9,6
OCC(O)Cc1c(Cl)c(Cl)c(Oc2c(Cl)c(Cl)c(CC(O)CO)c(Cl)c2Cl)c(Cl)c1Cl (centres undefined),5,9,-8,65,15,11
O=S(=O)(c1ccccc1)n1cc(C[P+](c2ccccc2)(c2ccccc2)c2ccccc2)c2ccccc21,100*,99*,98*,99*,100*,99*
CC(C)(C)SC1C(O)C(CO)OC1n1ccc(Nc2ccccc2)nc1=O (centres undefined),-25,5,-16,2,11,-18
O=C(O)c1ccc2c(c1)CCCC2,10,21,52,-13,6,16
CCSCCCC(=O)O,7,33,0,29,18,24
CC(C)CC(=O)C(C)C,46,38,27,48,45,42
CC(=O)C(Cl)C(=O)c1c(C)[nH]n(-c2ccccc2)c1=O (centres undefined),-15,-25,2,-20,-19,-29
O=S(=O)(O)c1cc2onnc2c2ccccc12,5,7,6,-1,-25,-5
C=C(CN1CCCC1)C(=O)c1ccc(OC)cc1,44,47,-20,-12,73*,3
CC(C)(C)C(O)C1CCCS1(=O)=O (centres undefined),-4,5,-14,-15,-1,-4
CN1C(=O)CC2(C)c3cc(C=O)ccc3N(C)C12 (centres undefined),7,24,21,4,4,30
CC(=O)N1C(OCc2ccccc2)CCN1c1ccccc1 (centres undefined),-9,1,16,22,-19,-12
OC1CCNC1 (centres undefined),26,30,6,15,-28,23
O=C(O)c1ccccc1C(=O)NCC1S(=O)(=O)OCCOS1(=O)=O,9,-17,-11,11,-8,-5
CS[C@]12C(=O)C[C@@]3(C)[C@@H](CC[C@]3(O)C(=O)CO)[C@@H]1CCC1=CC(=O)CC[C@@]12C,-16,-20,29,-55,-24,-2
CC(C)C(=O)Nc1ccccc1,3,16,-26,-14,-12,3
Cc1ccc(S(=O)(=O)Nc2ccc(C)cc2C)cc1,55,75*,33,63,54,86*
